Source: PubChem (several laboratories)
hERG protect – hERG (human) protection from proarrhythmic block; Q12809; CHO-hERG, FluxOR thallium flux, dofetilide IC70 present; activation (rescue from dofetilide block), less the hit threshold, % at 10 µM; 0.51% of 310,000 active; AID 1511;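 active = activation above the mean of controls blocked by dofetilide plus 5 SD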;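 note: thallium influx through hERG after potassium depolarization seen as dye fluorescence rise; in these data hits start at about 4.7%; inactives centre near -7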
RGS4 block – inhibitors of human RGS4 | P49798 | HEK293 M3R/RGS4 inducible, Fluo-4 calcium flux; hits give high values; triggered by carbachol at its EC20 | B-score at 10 µM | 0.45% of 310,000 active | AID 463165;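 active = B-score, a plate-corrected calcium signal, over three deviations above library mean, with baseline fluorescence within five deviations of library mean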;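 note: RGS4 expression induced by doxycycline in cells with stable M3 receptor; B-score is computed from the integrated fluorescence ratio over baseline after carbachol; higher B-score means a larger calcium signal and so more RGS4 inhibition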
Target sequence (P49798 whole entry, looked up): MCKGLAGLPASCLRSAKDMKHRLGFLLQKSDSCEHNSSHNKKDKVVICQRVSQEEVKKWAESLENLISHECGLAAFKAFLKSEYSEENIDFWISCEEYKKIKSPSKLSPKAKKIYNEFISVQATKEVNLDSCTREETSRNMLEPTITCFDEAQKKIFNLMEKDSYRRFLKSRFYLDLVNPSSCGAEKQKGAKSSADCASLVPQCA
KCNQ1 block – inhibitors of human KCNQ1 potassium channel; AID 2642; P51787; CHO-K1 KCNQ1, FluxOR thallium flux fluorescence; hits give high values; 1.3% of 310,000 active; B-score at 10 µM;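 active = compounds whose thallium flux B-score, printed positive for inhibition, exceeds three library SD while starting fluorescence stays within three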;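 note: channel opened by potassium depolarization with thallium stimulus after 20 min compound exposure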
HDAC3 inhib – blocks human histone deacetylase 3; inhibition, % at 8.3 µM; 0.15% of 320,000 active; AID 2718; recombinant HDAC3, fluorogenic peptide/trypsin coupled, fluorescence; in the data active = inhibition above about 26%, passing the limit was not always enough
Target sequence (O15379 whole entry, looked up): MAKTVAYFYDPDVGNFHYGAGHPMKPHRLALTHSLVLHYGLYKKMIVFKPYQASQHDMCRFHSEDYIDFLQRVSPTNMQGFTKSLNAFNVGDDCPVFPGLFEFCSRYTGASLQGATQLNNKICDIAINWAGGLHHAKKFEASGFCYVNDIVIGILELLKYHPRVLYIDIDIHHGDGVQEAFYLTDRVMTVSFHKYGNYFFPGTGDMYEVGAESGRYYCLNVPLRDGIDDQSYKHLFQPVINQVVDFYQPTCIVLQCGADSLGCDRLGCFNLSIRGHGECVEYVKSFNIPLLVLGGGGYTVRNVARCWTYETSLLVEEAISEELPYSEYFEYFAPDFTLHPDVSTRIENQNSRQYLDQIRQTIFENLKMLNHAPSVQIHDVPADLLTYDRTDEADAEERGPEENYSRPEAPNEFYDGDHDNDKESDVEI
SKKanGAS inh – blocks kanamycin growth of S. pyogenes SKKanGAS strain; BacTiter-Glo, 6 h; 1.3% of 300,000 active; inhibition, % at 7.5 µM;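 active = mean replicate score, as percent of positive control median, at least 50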;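 note: strain carries kanamycin resistance gene driven by streptokinase promoter and grows in 40 µg/ml kanamycin; loss of luminescence reflects streptokinase promoter inhibition or plain growth inhibition; 0% = median of DMSO wells and 100% = positive control at its reference dose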
KCNQ1 act – human KCNQ1 channel potentiation or activation; P51787; CHO-K1 KCNQ1, thallium flux FluxOR fluorescence; hits give high values; B-score at 10 µM; 0.35% of 310,000 active; AID 2648;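 active = fluorescence ratio B-score, a plate-corrected score, at least three library SD, with initial intensity B-score within 5 SD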
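Schedule – 37 °C overnight plating, 90-min dark dye load, 20-min compound pretreatment · System – stable KCNQ1 CHO-K1 line · Probe or stimulus – thallium- and potassium-containing depolarizing buffer · Measured by – kinetic FluxOR fluorescence, 10 s baseline plus 110 s post-stimulus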
TMEM16A inh – mouse TMEM16A channel inhibition, primary screen; AID 588511; Q8BHY3; 1.2% of 310,000 active; normalized B-score (activity score, 25-100; higher = stronger inhibition) at 10 µM; HEK293 TMEM16A/YFP iodide influx fluorescence, ionomycin;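 active = ratio plate-corrected score three or more library SD toward inhibition, starting fluorescence score within five deviations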;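 note: score derived from kinetic fluorescence span divided by baseline fluorescence per well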
RGS4 pot – RGS4 potentiation or activation; HEK293 M3R/inducible RGS4, carbachol calcium flux Fluo4; hits give low values; B-score at 10 µM; 0.92% of 310,000 active; AID 463111;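 active = B-score of the integrated calcium signal more than 4 SD below the library mean, with starting fluorescence not abnormally high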;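 note: negative B-score means reduced calcium response which marks RGS4 activation or potentiation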
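Reagent: ECmax carbachol challenge; Test system: M3R-expressing HEK293 line, RGS4 induced by doxycycline; Schedule: overnight RGS4 induction, 30 min dye load 37 °C, 20 min compound RT; Detection: calcium dye Fluo4 fluorescence; Read-out: Agonist-evoked peak-minus-minimum fluorescence over baseline, integrated ratio, B score.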
KCNK3 inh – human KCNK3 channel inhibition, primary screen; CHO-KCNK3 thallium flux, FluxOR fluorescence; hits give low values; B-score at 10 µM; 0.84% of 340,000 active;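 active = B-score under library mean minus 4 SD, starting fluorescence ratio at most library mean plus 5 SD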;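 note: more negative B-score means stronger inhibition of thallium flux through KCNK3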
Target sequence (O14649 whole entry, looked up): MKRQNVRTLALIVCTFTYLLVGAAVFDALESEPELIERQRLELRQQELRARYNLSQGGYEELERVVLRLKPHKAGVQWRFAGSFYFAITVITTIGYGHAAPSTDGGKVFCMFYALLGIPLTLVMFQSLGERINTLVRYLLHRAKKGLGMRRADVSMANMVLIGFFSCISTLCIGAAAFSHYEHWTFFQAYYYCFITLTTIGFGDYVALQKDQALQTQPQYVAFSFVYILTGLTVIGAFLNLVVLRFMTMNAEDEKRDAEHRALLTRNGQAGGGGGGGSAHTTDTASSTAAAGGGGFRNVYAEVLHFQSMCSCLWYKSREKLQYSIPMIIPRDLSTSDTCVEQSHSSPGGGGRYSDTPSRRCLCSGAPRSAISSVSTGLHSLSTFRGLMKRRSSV
KCNK9 inh – human KCNK9 channel inhibition; Q9NPC2; HEK293 KCNK9, FluxOR thallium flux fluorescence; hits give low values; B-score at 10 µM; 1.2% of 310,000 active; AID 488922;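 active = ratio B-score over 3 SD below the library mean, with starting fluorescence within 5 SD of its mean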;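 note: negative B-score means less thallium flux so channel inhibition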
ANO1 activ – mouse TMEM16A channel activation, primary screen; Q8BHY3; HEK293 TMEM16A/YFP-H148Q/I152L, iodide quench fluorescence; hits give low values; B-score at 10 µM; 0.3% of 340,000 active; AID 623877;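 active = fluorescence-ratio B-score plate-corrected deviation score at least 3 library SD below zero, with starting fluorescence score within 5 deviations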;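 note: channel opened by trigger with iodide after compound preincubation; score built on the fluorescence ratio of max minus min over baseline; more negative score means more quench and so TMEM16A activation or potentiation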
An asterisk follows results filed as active.

Results for Cc1cc(NS(=O)(=O)c2ccc(NC(=O)c3cccnc3)cc2)nc(C)n1 ?
hERG protect: -7; RGS4 block: inactive; KCNQ1 block: inactive; HDAC3 inhib: 1; SKKanGAS inh: -8; KCNQ1 act: inactive; TMEM16A inh: inactive; RGS4 pot: inactive; KCNK3 inh: inactive; KCNK9 inh: inactive; ANO1 activ: inactive

How did C=C(C)CSc1nnc2n(N)c(=O)c3ccccc3n12 do in these assays?
hERG protect: -6; RGS4 block: inactive; KCNQ1 block: inactive; HDAC3 inhib: 1; SKKanGAS inh: 13; KCNQ1 act: inactive; TMEM16A inh: inactive; RGS4 pot: inactive; KCNK3 inh: inactive; KCNK9 inh: inactive; ANO1 activ: inactive

How did CCOc1ccc(CN(C)C(=O)c2ccc3ccccc3n2)cc1 do in these assays?
hERG protect: -8; RGS4 block: inactive; KCNQ1 block: inactive; HDAC3 inhib: -4; SKKanGAS inh: -19; KCNQ1 act: inactive; TMEM16A inh: inactive; RGS4 pot: inactive; KCNK3 inh: inactive; KCNK9 inh: inactive; ANO1 activ: inactive

What do the screens show for `COCCCNc1oc(-c2ccccc2Cl)nc1C#N`?
hERG protect: -25; RGS4 block: inactive; KCNQ1 block: inactive; HDAC3 inhib: -9; SKKanGAS inh: -1; KCNQ1 act: inactive; TMEM16A inh: inactive; RGS4 pot: inactive; KCNK3 inh: inactive; KCNK9 inh: inactive; ANO1 activ: inactive

How did Cc1c(C(=O)OCC(=O)N2c3ccccc3CC2C)oc2ccccc12 (stereo not drawn) do in these assays?
hERG protect: -7; RGS4 block: inactive; KCNQ1 block: inactive; HDAC3 inhib: 5; SKKanGAS inh: -5; KCNQ1 act: inactive; TMEM16A inh: inactive; RGS4 pot: inactive; KCNK3 inh: inactive; KCNK9 inh: inactive; ANO1 activ: inactive

Results for COc1ccc2nc(Cl)cc(Cl)c2c1 ?
hERG protect: -6; RGS4 block: inactive; KCNQ1 block: inactive; HDAC3 inhib: -1; SKKanGAS inh: -5; KCNQ1 act: inactive; TMEM16A inh: inactive; RGS4 pot: inactive; KCNK3 inh: inactive; KCNK9 inh: inactive; ANO1 activ: inactive

Results for O=C(CCn1c(=O)sc2ccccc21)NCCCn1ccnc1 ?
hERG protect: -2; RGS4 block: inactive; KCNQ1 block: inactive; HDAC3 inhib: -2; SKKanGAS inh: -2; KCNQ1 act: inactive; TMEM16A inh: inactive; RGS4 pot: inactive; KCNK3 inh: inactive; KCNK9 inh: inactive; ANO1 activ: inactive

Results for O=C(O)C(Nc1nc(C(F)(F)F)nc2ccccc12)c1ccccc1 (stereo not drawn) ?
hERG protect: -7; RGS4 block: inactive; KCNQ1 block: inactive; HDAC3 inhib: 7; SKKanGAS inh: -11; KCNQ1 act: inactive; TMEM16A inh: inactive; RGS4 pot: inactive; KCNK3 inh: inactive; KCNK9 inh: inactive; ANO1 activ: inactive

How did COc1cccc(CNC(=O)CN(C)S(=O)(=O)c2ccc3c(c2)c(=O)n(C)c(=O)n3C)c1 do in these assays?
hERG protect: -13; RGS4 block: inactive; KCNQ1 block: inactive; HDAC3 inhib: -6; SKKanGAS inh: 7; KCNQ1 act: inactive; TMEM16A inh: inactive; RGS4 pot: inactive; KCNK3 inh: inactive; KCNK9 inh: inactive; ANO1 activ: inactive

Results for CCc1ccc(NS(=O)(=O)c2cc3c(cc2C)n(C)c(=O)c(=O)n3C)cc1 ?
hERG protect: -11; RGS4 block: inactive; KCNQ1 block: inactive; HDAC3 inhib: -1; SKKanGAS inh: -4; KCNQ1 act: inactive; TMEM16A inh: inactive; RGS4 pot: inactive; KCNK3 inh: inactive; KCNK9 inh: inactive; ANO1 activ: inactive

What do the screens show for `CC(C)(C)c1ccc(C(=O)N2CCC(C(=O)NCCC3=CCCCC3)CC2)cc1`?
hERG protect: -5; RGS4 block: inactive; KCNQ1 block: inactive; HDAC3 inhib: -3; SKKanGAS inh: 6; KCNQ1 act: inactive; TMEM16A inh: inactive; RGS4 pot: inactive; KCNK3 inh: inactive; KCNK9 inh: inactive; ANO1 activ: inactive

How did Cc1cc(C(=O)OCC(=O)N(CC(C)C)c2c(N)n(Cc3ccccc3)c(=O)[nH]c2=O)c(C)o1 do in these assays?
hERG protect: -14; RGS4 block: inactive; KCNQ1 block: inactive; HDAC3 inhib: -4; SKKanGAS inh: 4; KCNQ1 act: inactive; TMEM16A inh: inactive; RGS4 pot: inactive; KCNK3 inh: inactive; KCNK9 inh: inactive; ANO1 activ: inactive

What do the screens show for `CCCNc1c(NS(=O)(=O)c2cccs2)c(=O)oc2ccccc12`?
hERG protect: -6; RGS4 block: inactive; KCNQ1 block: inactive; HDAC3 inhib: -1; SKKanGAS inh: 2; KCNQ1 act: inactive; TMEM16A inh: inactive; RGS4 pot: inactive; KCNK3 inh: inactive; KCNK9 inh: inactive; ANO1 activ: inactive

How did Clc1ccc(CSC2=NCCCN2)cc1Cl do in these assays?
hERG protect: -6; RGS4 block: inactive; KCNQ1 block: inactive; HDAC3 inhib: 3; SKKanGAS inh: 3; KCNQ1 act: inactive; TMEM16A inh: inactive; RGS4 pot: inactive; KCNK3 inh: inactive; KCNK9 inh: inactive; ANO1 activ: inactive

How did Cc1ccc2nc(N(CCCN(C)C)C(=O)c3ccc(S(=O)(=O)N(C)C)cc3)sc2c1 do in these assays?
hERG protect: -2; RGS4 block: inactive; KCNQ1 block: inactive; HDAC3 inhib: 5; SKKanGAS inh: 1; KCNQ1 act: inactive; TMEM16A inh: inactive; RGS4 pot: inactive; KCNK3 inh: inactive; KCNK9 inh: inactive; ANO1 activ: inactive

How did CCOc1ccc(NC(=O)CCC(=O)NNC(=O)COc2ccc(C)cc2Br)cc1 do in these assays?
hERG protect: -7; RGS4 block: inactive; KCNQ1 block: inactive; HDAC3 inhib: 5; SKKanGAS inh: -2; KCNQ1 act: inactive; TMEM16A inh: inactive; RGS4 pot: inactive; KCNK3 inh: inactive; KCNK9 inh: inactive; ANO1 activ: inactive

What do the screens show for `CCCc1nnc(NC(=O)CS(=O)(=O)c2ccc(C)cc2)s1`?
hERG protect: -8; RGS4 block: inactive; KCNQ1 block: inactive; HDAC3 inhib: -1; SKKanGAS inh: -5; KCNQ1 act: inactive; TMEM16A inh: inactive; RGS4 pot: inactive; KCNK3 inh: inactive; KCNK9 inh: inactive; ANO1 activ: inactive

Results for COc1ccc(C(=O)NCCS(=O)(=O)NCc2ccc(F)cc2)cc1 ?
hERG protect: -8; RGS4 block: inactive; KCNQ1 block: inactive; HDAC3 inhib: 0; SKKanGAS inh: 4; KCNQ1 act: inactive; TMEM16A inh: inactive; RGS4 pot: inactive; KCNK3 inh: inactive; KCNK9 inh: inactive; ANO1 activ: inactive

Results for Cc1ccc(S(=O)(=O)c2cc3c(=O)n4ccccc4nc3n(Cc3ccco3)c2=N)cc1 ?
hERG protect: -11; RGS4 block: inactive; KCNQ1 block: inactive; HDAC3 inhib: -46; SKKanGAS inh: 8; KCNQ1 act: inactive; TMEM16A inh: inactive; RGS4 pot: inactive; KCNK3 inh: inactive; KCNK9 inh: inactive; ANO1 activ: inactive

What do the screens show for `CNC(=O)CC(=O)Nc1ccccc1C(=O)O`?
hERG protect: -3; RGS4 block: inactive; KCNQ1 block: inactive; HDAC3 inhib: -1; SKKanGAS inh: 4; KCNQ1 act: inactive; TMEM16A inh: inactive; RGS4 pot: inactive; KCNK3 inh: inactive; KCNK9 inh: inactive; ANO1 activ: inactive

How did O=C(N/N=C/c1c(O)n(Cc2ccco2)c(=O)[nH]c1=O)c1ccccc1 do in these assays?
hERG protect: -13; RGS4 block: inactive; KCNQ1 block: inactive; HDAC3 inhib: 5; SKKanGAS inh: 5; KCNQ1 act: inactive; TMEM16A inh: inactive; RGS4 pot: inactive; KCNK3 inh: inactive; KCNK9 inh: inactive; ANO1 activ: inactive

How did Cc1ccc(C)c(OCC(O)CN2CCCCC2C)c1 (stereo not drawn) do in these assays?
hERG protect: -3; RGS4 block: inactive; KCNQ1 block: inactive; HDAC3 inhib: 5; SKKanGAS inh: 8; KCNQ1 act: inactive; TMEM16A inh: inactive; RGS4 pot: inactive; KCNK3 inh: inactive; KCNK9 inh: inactive; ANO1 activ: inactive

What do the screens show for `CCCCn1c(SCc2ncc(-c3ccccc3)o2)nc2cc(S(N)(=O)=O)ccc21`?
hERG protect: -17; RGS4 block: inactive; KCNQ1 block: inactive; HDAC3 inhib: 12; SKKanGAS inh: -1; KCNQ1 act: inactive; TMEM16A inh: 25*; RGS4 pot: inactive; KCNK3 inh: inactive; KCNK9 inh: inactive; ANO1 activ: inactive

Results for Cc1ccc(-c2cnc(SCCNC(=O)c3ccco3)[nH]2)cc1 ?
hERG protect: -12; RGS4 block: inactive; KCNQ1 block: inactive; HDAC3 inhib: 2; SKKanGAS inh: -12; KCNQ1 act: inactive; TMEM16A inh: inactive; RGS4 pot: inactive; KCNK3 inh: inactive; KCNK9 inh: inactive; ANO1 activ: inactive

How did Cc1cccc(-n2ncc3c(N(C)Cc4ccccc4)ncnc32)c1 do in these assays?
hERG protect: -9; RGS4 block: inactive; KCNQ1 block: inactive; HDAC3 inhib: -1; SKKanGAS inh: -7; KCNQ1 act: inactive; TMEM16A inh: inactive; RGS4 pot: inactive; KCNK3 inh: -11*; KCNK9 inh: inactive; ANO1 activ: inactive

What do the screens show for `CCCOc1ccc(C(CC(=O)O)NC(=O)c2ccc3c(c2)OCO3)cc1` (stereo not drawn)?
hERG protect: -4; RGS4 block: inactive; KCNQ1 block: inactive; HDAC3 inhib: -9; SKKanGAS inh: 6; KCNQ1 act: inactive; TMEM16A inh: inactive; RGS4 pot: inactive; KCNK3 inh: inactive; KCNK9 inh: inactive; ANO1 activ: inactive

How did Cc1cc(C)c[n+](C(C)C(=O)c2ccc(-c3ccccc3)cc2)c1 (stereo not drawn) do in these assays?
hERG protect: -9; RGS4 block: inactive; KCNQ1 block: inactive; HDAC3 inhib: -2; SKKanGAS inh: -8; KCNQ1 act: inactive; TMEM16A inh: inactive; RGS4 pot: inactive; KCNK3 inh: inactive; KCNK9 inh: inactive; ANO1 activ: inactive

What do the screens show for `Cc1ccc(N2C(=O)C3CC(c4ccccc4)=C4C5C=CC(C6C(=O)N(c7ccc(C)cc7)C(=O)C56)C4C3C2=O)cc1` (stereo not drawn)?
hERG protect: -6; RGS4 block: inactive; KCNQ1 block: inactive; HDAC3 inhib: -1; SKKanGAS inh: 65*; KCNQ1 act: inactive; TMEM16A inh: inactive; RGS4 pot: inactive; KCNK3 inh: inactive; KCNK9 inh: inactive; ANO1 activ: inactive
